High-throughput results: PubChem BioAssay, The Scripps Research Institute Molecular Screening Center
OX1R antag-1 = OX1R (HCRTR1) antagonists, primary screen, fluorescence, CHO/OX1R cells, Fluo-8 calcium, orexin A; Fluo-8 calcium fluorescence; inhibition, % at 5 µM; 330,000 compounds, 0.43% hits; AID 434989, 2010;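 active = inhibition above its plate's threshold, mean inhibition of all tested compounds on the plate plus 3 SD, cut at about 37% in these data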;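 note: 0% = orexin A challenge wells and 100% = SB-334867-A antagonist wells; not every result past the cut was called active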
Target sequence (O43613 whole entry, looked up): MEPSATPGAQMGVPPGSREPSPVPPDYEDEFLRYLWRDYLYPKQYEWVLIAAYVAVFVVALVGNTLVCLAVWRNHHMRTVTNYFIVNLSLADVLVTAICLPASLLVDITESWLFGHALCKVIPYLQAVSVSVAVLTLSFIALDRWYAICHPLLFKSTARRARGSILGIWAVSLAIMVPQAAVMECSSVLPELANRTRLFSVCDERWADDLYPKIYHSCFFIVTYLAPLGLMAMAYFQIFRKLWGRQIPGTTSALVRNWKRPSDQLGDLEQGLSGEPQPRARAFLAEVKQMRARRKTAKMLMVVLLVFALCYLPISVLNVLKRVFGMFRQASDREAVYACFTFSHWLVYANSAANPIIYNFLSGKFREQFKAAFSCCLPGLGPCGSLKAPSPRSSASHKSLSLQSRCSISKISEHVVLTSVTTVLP
OX1R antag-2 = antagonists of human orexin 1 receptor (OX1R). AID 485270, 2010. 330,000 compounds, 1.8% hits. OX1R-expressing cells, FRET antagonist read-out. inhibition, % at 6.6 µM; in the data active = inhibition mostly above about 38%, no sharp cut-off; inactive = mostly below about 40%;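 note: 0% = agonist challenge alone and 100% = reference antagonist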
* marks the source's active call; other numbers are inactive results.

SMILES | OX1R antag-1 | OX1R antag-2
COc1ccc(S(=O)(=O)Cc2ccc(C(=O)NCc3ccccn3)o2)cc1 | -5 | 7
C=C1/C=C(\C)[C@](C)(O)C[C@H](O)CC(=O)[C@H](O)[C@@H](O)[C@H](C)C[C@H](C)OC(=O)/C(C)=C/CC/C=C/[C@@H]2O[C@H]2C[C@H](C)C1 | -12 | 10
C=CCc1cc(C=O)cc(OC)c1OCc1ccc(Cl)cc1 | -32 | 11
Cc1ccc(NC(=O)CCCNC(=O)c2ccc(Cl)cc2)cc1S(=O)(=O)N1CCOCC1 | -26 | 2
O=C(NC(Cc1ccccc1)C(=O)O)/C(=C/c1ccc(F)cc1)NC(=O)c1ccccc1 (centres undefined) | 3 | 12
CCOc1cccc(C(=O)NC(=S)Nc2ccc(N3CCN(CC)CC3)cc2)c1 | -21 | 12
CCN(c1ccccc1)S(=O)(=O)c1ccc2c(c1)OCCO2 | -9 | 1
O=C(Nc1ccc(O)cc1)N1CCOCC1 | 9 | 3

Overlap with the part before: 5 entries; new compounds follow.
SMILES | OX1R antag-1 | OX1R antag-2
Cc1ccc(NC(=O)CCCNC(=O)c2ccc(Cl)cc2)cc1S(=O)(=O)N1CCOCC1 | -26 | 2
O=C(NC(Cc1ccccc1)C(=O)O)/C(=C/c1ccc(F)cc1)NC(=O)c1ccccc1 (centres undefined) | 3 | 12
CCOc1cccc(C(=O)NC(=S)Nc2ccc(N3CCN(CC)CC3)cc2)c1 | -21 | 12
CCN(c1ccccc1)S(=O)(=O)c1ccc2c(c1)OCCO2 | -9 | 1
O=C(Nc1ccc(O)cc1)N1CCOCC1 | 9 | 3
COc1ccc(-c2c(C#CC(C)(C)O)c3ccccc3n2C)cc1 | -14 | 6
COc1ccc(C2OC3=C(Nc4cc(C)c(C)cc4N3)C2=O)cc1 (centres undefined) | -19 | 21
CCOc1ccc(S(=O)(=O)N2CCCC(C(=O)NCc3ccccc3)C2)cc1 (centres undefined) | -25 | 19
Nc1ccnn1Cc1cccnc1 | -6 | 10
Cc1ccc(N/C=C(\C2OC(=O)c3ccccc32)[N+](=O)[O-])c(C)c1 (centres undefined) | -5 | 36
CCn1cc(/C=N\NC(=O)c2csc3ccccc23)c(C)n1 | -2 | 49
NC(=O)C1CCN(CC(=O)Nc2ccccc2C(=O)NC2CC2)CC1 | 8 | -5
COc1ccc(CCNC(=O)COC(=O)/C=C/c2ccc(OC)cc2OC)cc1 | 15 | 15
CCOC(=O)c1c(-c2ccccc2)csc1NC(=O)c1cc2ccccc2oc1=O | 0 | 15
CN1CCSc2ccc(C(=O)Nc3cc(F)ccc3F)cc21 | -24 | 14
CSc1ccc(C(=S)N2CCN(C)CC2)cc1 | 3 | 16
Cn1c(Sc2ccccc2Cl)c(C=O)c2ccccc21 | -9 | 36
Cc1cc(N2CCN(C)CC2)nc2ccc(NC(=S)N3CCN(c4ccc(Cl)cc4)CC3)cc12 | -20 | 13
O=C(NCC(c1cccnc1)N1CCN(c2ccccc2)CC1)C1CCCCC1 (centres undefined) | -20 | 32
Cc1cccc2c3c([nH]c12)CCNC3 | -4 | 9
O=C(NC1CCCCCC1)C1CC(=O)N(c2ccc(Cl)cc2)C1 (centres undefined) | -7 | 7
CCCCCCCN1C2=NCCN2c2ccccc21 | -25 | 22
O=C1CN(S(=O)(=O)c2ccccc2C(F)(F)F)CCN1 | 0 | 6
CC12CCC(=O)N1C(C(=O)NNC(=O)c1ccc(Cl)cc1)CS2 (centres undefined) | -3 | 0
COCc1ccc([C@@H]2C[C@H]3CN(Cc4ccccc4C)C(=O)[C@]34CCCN24)o1 | -35 | 13
COc1cc(C(=O)OCC(=O)NC2CCCCC2)cc2c1OCCO2 | -34 | 0
O=C(O)c1cccc(-n2cccc2/C=N/O)c1 | -10 | 11
O=C(Nc1ncc([N+](=O)[O-])s1)C1COc2ccccc2O1 (centres undefined) | 10 | 57*
NC(=O)C1CCN(CC(=O)Nc2cc(Cl)ccc2Oc2ccccc2)CC1 | -25 | 38

Quoted from the listing:
Entry of CC12CCC(=O)N1C(C(=O)NNC(=O)c1ccc(Cl)cc1)CS2 (centres undefined) in OX1R antag-2: 0
Entry of O=C(O)c1cccc(-n2cccc2/C=N/O)c1 in OX1R antag-1: -10
Entry of NC(=O)C1CCN(CC(=O)Nc2cc(Cl)ccc2Oc2ccccc2)CC1 in OX1R antag-1: -25
Entry of COc1cc(C(=O)OCC(=O)NC2CCCCC2)cc2c1OCCO2 in OX1R antag-2: 0
Entry of COCc1ccc([C@@H]2C[C@H]3CN(Cc4ccccc4C)C(=O)[C@]34CCCN24)o1 in OX1R antag-1: -35

(continued)
SMILES | OX1R antag-1 | OX1R antag-2
O=C(Nc1ccc(Cl)c(S(=O)(=O)N2CCOCC2)c1)[C@@H]1CCCN1C(=O)c1cccs1 | 1 | 10
CC(NC(=O)c1c(O)c2ccccc2[nH]c1=O)c1ccccc1 (centres undefined) | -17 | -1
COc1ccc(C2C3=C(CC(C)(C)CC3=O)Oc3ncn4nc(-c5cccnc5)nc4c32)cc1 (centres undefined) | -12 | 4
Nn1c(Cc2cccc3ccccc23)nnc1SCC(=O)NC1CCS(=O)(=O)C1 (centres undefined) | -10 | 14
COc1ccc(NC(=O)COC(=O)Cc2cccs2)cc1OC | -11 | 9
CC(=O)N1CCCc2cc(S(=O)(=O)N3CCCC(C(=O)Nc4cccc(F)c4)C3)ccc21 (centres undefined) | -33 | 16
Cc1ccc(N2CCN(S(=O)(=O)N(C)C)CC2)cc1C | -14 | 10
CS(=O)(=O)Nc1ccc(N2CCCCC2)c(Cl)c1 | -12 | 12
O=C(OCCOc1ccccc1Cl)c1ccc(-n2cnnn2)cc1 | -5 | 11
CC(CCc1ccc(O)cc1)NCc1ccc(Br)cc1 (centres undefined) | -4 | -1
Cn1nnnc1SC(C(=O)Nc1ccc(F)cc1)c1ccccc1 (centres undefined) | -16 | 24
N#Cc1c(-c2ccccc2)cc(-c2ccccc2)nc1SCC(=O)O | -4 | 19
CC1(C)CC(=O)c2c(oc3cc(O)c(O)cc23)C1 | -1 | 10
O=C(Nc1ccc(Br)cn1)C1CCCN1S(=O)(=O)c1ccccc1 (centres undefined) | -2 | 49*
COc1cccc(-n2nc(C(=O)NCC3CCCO3)c3ccccc3c2=O)c1 (centres undefined) | -20 | 12
O=C(NCc1cccnc1)c1cc([N+](=O)[O-])ccc1N1CCOCC1 | 14 | 20
O=C(NCCc1ccc(Cl)cc1)Nc1ccc(Cl)cc1 | -9 | 10
CC(CNCC1CCCO1)COc1cccc2ccccc12 (centres undefined) | -24 | 18
O=C(NCCOc1ccccc1)C1CCC(=O)N(CCCN2CCCC2=O)C1 (centres undefined) | -3 | 11
Cc1oc2ccc(O)cc2c1C(=O)c1ccc(Cl)cc1 | -17 | 18
CCC(C(=O)Nc1ccc(N2CCOCC2)c(S(=O)(=O)Nc2ccccc2OC)c1)c1ccccc1 (centres undefined) | 5 | 9
COc1cccc(NC(=O)CN(C)C(=O)c2cccc(S(=O)(=O)Nc3ccccc3OC)c2)c1 | -1 | 5
COc1ccc(C)cc1NS(=O)(=O)c1cccc2nonc12 | -5 | 50
Cc1oc2c(C)c3oc(=O)c(CCC(=O)NCCN4CCOCC4)c(C)c3cc2c1C | -20 | 6
CCC1=NN(C(=O)CCc2ccccc2)C(O)(C(F)(F)F)C1 (centres undefined) | -13 | -4
Cc1cc(C(=O)N2CCCC(C(=O)c3ccc4ccccc4c3)C2)n(C)n1 (centres undefined) | -30 | 31
CCOC(=O)c1cnc(SCC(=O)c2ccc(C)cc2)nc1N | -10 | 21
COc1ccc(S(=O)(=O)N2CCC(NC(=O)c3cccc(F)c3)CC2)cc1 | -11 | 15
CCN(CC(=O)Nc1c(F)cccc1F)C(=O)c1cccc(S(=O)(=O)NCc2ccccc2)c1 | -25 | 11
O=C(NN1CCN(Cc2ccccc2Cl)CC1)c1ccc(Cl)cc1 | -4 | 2
CC(C)(C)Sc1ccc(/C=N/O)cc1[N+](=O)[O-] | -18 | 20
CCCc1c(C(=O)Nc2ccc(F)cc2F)cnn1-c1ccccc1 | -5 | 12
CN(NS(=O)(=O)c1ccc(Cl)cc1)c1ncc(C(F)(F)F)cc1Cl | -14 | 11
COc1ccccc1NS(=O)(=O)c1cccc(NC(=O)C2CC2)c1 | 21 | 20
O=C(Nc1cccc([N+](=O)[O-])c1)Nc1cnccn1 | -2 | 2
CCC1=NN(C(=O)C(=O)NCCc2ccccc2)C(O)(C(F)(F)F)C1 (centres undefined) | -17 | 2
COC(=O)c1[nH]c2cc(C)ccc2c1NC(=O)CN1CCN(C(=O)c2ccco2)CC1 | -25 | 34
O=C1C2C3c4ccccc4C(c4ccccc43)C2C(=O)N1c1cccc2cccnc12 (centres undefined) | -28 | 25
CSc1nc2sc3c(c2c(=O)[nH]1)CCc1ccccc1-3 | -9 | 19
COc1ccc(NS(=O)(=O)c2ccc(C)c(C(=O)O)c2)cc1 | 4 | 3

Three compounds out of the list, ordered by count of non-hydrogen atoms, falling:
SMILES | OX1R antag-1 | OX1R antag-2
CN(NS(=O)(=O)c1ccc(Cl)cc1)c1ncc(C(F)(F)F)cc1Cl | -14 | 11
COc1ccc(NS(=O)(=O)c2ccc(C)c(C(=O)O)c2)cc1 | 4 | 3
CSc1nc2sc3c(c2c(=O)[nH]1)CCc1ccccc1-3 | -9 | 19

Following part
SMILES | OX1R antag-1 | OX1R antag-2
CCCCOc1ccc(C(=O)NCC2(c3ccccc3)CCOCC2)cc1 | -25 | 12
Cc1ccc(CNC(=O)CCC2CCCN(Cc3cccc4cccnc34)C2)o1 (centres undefined) | -18 | 11
Cc1n[nH]c(C)c1S(=O)(=O)N1CCCC(C(=O)O)C1 (centres undefined) | -19 | 8
Cc1ccc(NC(=O)CSc2nncn2N)cc1C | -2 | 10
COC(CNC(=O)c1cc(C(=O)c2c(-c3c(Cl)cccc3Cl)noc2C)c[nH]1)OC | -22 | 38
CCCCCCn1c(CN2CCN(C(=O)OCC)CC2)nc2c1c(=O)n(C)c(=O)n2C | -33 | 19
Cn1c(=O)c2c(nc(NCCNC(=O)c3ccco3)n2Cc2ccc(F)cc2)n(C)c1=O | -14 | 10
COc1cc(OC)c(NC(=O)c2ccc(F)cc2)cc1Cl | -21 | 15
Cc1ccc(-c2noc(CN(C(=O)Cc3ccccc3)C(C)C)n2)cc1 | -6 | 52*
O=C(CN1CCN(c2ccc(Cl)cc2)CC1)Nc1ccc(F)cc1 | -6 | 13
CCCCNC(=O)c1sc(=S)n2c1[nH]c(=O)c1ccccc12 | -11 | 52*
CCSc1nnc(NC(=O)c2cccnc2)s1 | -9 | 12
COc1cccc(C=Nc2ccccc2C(=O)Nc2ccccc2)c1O | -20 | 5
CSc1cccc(NS(=O)(=O)c2ccc(-c3coc(C)n3)cc2)c1 | 19 | 3
COc1ccc(OC)c(CN2CCN(CCc3ccccc3)C(CCO)C2)c1 (centres undefined) | -34 | 6
COc1ccc(OCC(=O)N/N=C2\CCc3ccccc32)cc1 | -13 | 21
Cc1cccc(CNc2ncc(-c3cccc([N+](=O)[O-])c3)n2C)c1 | -38 | 22
CN(CC(=O)Nc1ccc(Cl)cc1)C(=O)COc1ncnc2ccccc12 | -12 | -5
COC(=O)c1cccc(S(=O)(=O)N2CCC(c3nc4ccccc4o3)CC2)c1 | -17 | 8
O=C(NNC(=O)c1nc2ccccc2[nH]1)OCc1ccccc1 | -3 | 3
Cc1cc(C)n(/N=C/c2ccccc2O)c(=O)c1 | -14 | 5
CC(=O)c1ccc(NC(=O)CSc2nnc(-c3ccco3)c(-c3ccco3)n2)cc1 | -29 | 26
Cc1ccc(N(CC(=O)N=Nc2c(O)[nH]c3ccccc23)S(C)(=O)=O)c(C)c1 | -19 | 26
CC(C)Cc1nnc(NC(=O)CCC(=O)N2CCN(c3ccc(F)cc3)CC2)s1 | -40 | 3
COc1ccc(C(=O)NNC(=S)NC(=O)c2ccc(Br)o2)cc1OC | 9 | 20
C=CC[C@@H](CC(=O)OC(C)(C)C)C(=O)OC[C@H]1CCCN1C(=O)[C@@H](CC=C)CC(=O)NCCO | -15 | 9
